Source: PubChem
DENV2 CPE rescue: inhibitors of DENV2 cytopathic effect; DENV2-infected cells, cytopathic effect rescue, plate reader; CPE inhibition, % at 9.99 µM; 350,000 compounds, 1.7% hits; AID 651640; in the data active means CPE inhibition above about 20%, passing the limit was not always enough; inconclusive means no clear call, values can overlap the other calls; tested in BHK-21 cells;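 further: 0% = median of neutral control wells and 100% = median of positive control wells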
PAX8 reporter: inhibitors of PAX8 transcriptional activity in RMG-I cells. RMG-I TPO-luciferase reporter, SteadyGlo, 24 h. 360,000 compounds, 1.2% hits. inhibition, % at 12.6 µM;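 active means mean replicate inhibition at least 60% with every replicate also reaching 60%; inconclusive means only one of the two criteria is met; inactive means mean below 60% and not all replicates reaching 60%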;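 further: luciferase light reporting Pax8 driven TPO promoter activity; plate controls were median of neutral control wells for no effect and mitoxantrone controls for full effect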
XiGFP reactiv: reactivates the inactive X chromosome in mouse fibroblasts | 360,000 compounds, 0.055% hits | AID 743238 | XiGFP mouse fibroblasts, % GFP-positive cells imaging, 3 d; cells co-treated with 5-aza-dC sensitizer; scaled so ellipticine positive control = 100% | activation, % at 7.58 µM;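 active means mean normalized replicate activation at least 10% and every replicate at or above 10%; inconclusive means only one of the two criteria met; inactive means mean below 10% and not all replicates reach 10%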;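 further: 0% = median of on-plate neutral control wells and 100% = ellipticine 6 µM median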
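Schedule: 3 d treatment, 15 min room-temperature fixation; system: 68-5-11 XiGFP fibroblast line; buffer or medium: DMEM plus 5-aza-dC sensitizer; control set: ellipticine 6 µM positive control; compound: one concentration, pinned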
CFTR F508del cor: correctors of CFTR F508del function in bronchial epithelial cells; CFBE cells, YFP halide quenching; stimulated with forskolin plus potentiator P3; % fluorescence drop versus neutral controls; activity (quench increase), % at 7.58 µM; 350,000 compounds, 0.36% hits;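 active means mean added fluorescence quench of at least 8% versus neutral control, with both replicates also reaching 8%; inconclusive means only one of the mean or replicate conditions met; inactive means mean below 8% and not both replicates reaching 8%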;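 further: cells transiently co-express mutant CFTR-F508del with the halide-sensitive YFP; corrector assay measuring rescue of mutant channel to the surface after 24 h compound exposure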
ERp5 block: inhibitors of human ERp5 | Q15084 | ERp5 insulin aggregation, absorbance 650 nm, 90 min | inhibition, % at 9.99 µM | 350,000 compounds, 0.05% hits | AID 651711;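 active means mean replicate inhibition above about 25%, with every replicate also reaching it, limit read from the data, passing the limit was not always enough; inconclusive means only one of those two criteria met; inactive means neither criterion met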
Target sequence (Q15084 whole entry, looked up): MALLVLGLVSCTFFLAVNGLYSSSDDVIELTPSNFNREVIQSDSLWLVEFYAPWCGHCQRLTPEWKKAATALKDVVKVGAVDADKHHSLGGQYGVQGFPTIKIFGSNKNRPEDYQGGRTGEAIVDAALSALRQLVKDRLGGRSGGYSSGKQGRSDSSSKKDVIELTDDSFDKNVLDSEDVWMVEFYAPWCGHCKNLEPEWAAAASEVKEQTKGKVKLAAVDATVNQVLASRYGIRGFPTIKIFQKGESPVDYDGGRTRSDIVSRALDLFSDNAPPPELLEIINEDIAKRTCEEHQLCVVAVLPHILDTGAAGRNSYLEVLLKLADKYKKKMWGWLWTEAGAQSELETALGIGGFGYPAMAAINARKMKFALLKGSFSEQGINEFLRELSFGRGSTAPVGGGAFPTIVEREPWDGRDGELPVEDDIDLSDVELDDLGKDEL
INS-1E GSIS act: primary screen for activators of insulin secretion dependent on glucose, INS-1E cells, GLuc reporter luminescence; INS-1E GLuc reporter insulin secretion, 2-3 h; activation, % at 16.6 µM; 370,000 compounds, 0.61% hits; AID 743287;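 active means lowest replicate activation of at least 40%, so every replicate reaches that level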;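 further: 0% = median of neutral control wells and 100% = median of IBMX positive control wells; some compounds called inactive have numbers as strong as hits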
EWS-Fli inh: inhibitors of EWS/Fli oncoprotein transcriptional activity; A673 NR0B1-luciferase reporter, viability-normalised; inhibition, % at 12.6 µM; 350,000 compounds, 0.67% hits; AID 651661;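 active means mean inhibition of at least 50% after viability correction, with every replicate also passing that limit; inconclusive means mean reaches 50% but only one of two replicates passes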;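 further: firefly luciferase signal divided by Alamar Blue viability fluorescence both relative to DMSO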
ARNT-TACC3 inh: ARNT/TACC3 interaction disruption; Q9Y6A5; AlphaScreen His-ARNT PAS-B/GST-TACC3 binding, luminescence; TACC3 fragment carries E629A point mutation; inhibition, % at 9.99 µM; 390,000 compounds, 0.66% hits; AID 623870;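 active means mean inhibition of replicates at least 50% and at least half of replicates each reaching 50%; inconclusive means half or more replicates reach 50% but mean below 50%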;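 further: 0% = complete ARNT plus TACC3 wells and 100% = ARNT alone without TACC3; many hits fall short of the cut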
Starred values were filed as active, the others as inactive; ? = inconclusive; · = no result given.

SMILES | DENV2 CPE rescue | PAX8 reporter | XiGFP reactiv | CFTR F508del cor | ERp5 block | INS-1E GSIS act | EWS-Fli inh | ARNT-TACC3 inh
O=C(NCC(c1cccnc1)N1CCN(c2ccc(F)cc2)CC1)c1ccco1 (stereo not drawn) | 1 | -1 | -0.1 | -1.7 | -10 | 1 | 2 | -2
CCN(Cc1ccccc1)C(=O)c1cccc(S(=O)(=O)N2CCN(c3ccccc3)CC2)c1 | -2 | 16 | 0.0 | 0.9 | 1 | -66 | 11 | 5
O=C(C[C@H]1CC[C@H](NC(=O)C2CCC2)[C@H](CO)O1)NCCCN1CCOCC1 | -2 | -1 | -0.7 | -0.4 | -1 | 4 | -6 | -4
COCCNC(=O)C1(C)CCCN(Cc2csc3ccccc23)C1 (stereo not drawn) | 13 | 7 | 0.0 | -1.6 | -4 | 22 | 5 | ·
CCCNS(=O)(=O)c1ccc(OCC(=O)N2CCc3ccccc3C2)c(C)c1 | 18 | 9 | 0.0 | -0.4 | 0 | -17 | -2 | -1
CCCNC(=O)N(C)C[C@H]1Oc2ncc(/C=C/c3ccccc3)cc2C(=O)N([C@H](C)CO)C[C@H]1C | 7 | · | 0.5 | 6.4 | -5 | -16 | -9 | 4
C[C@H](CO)N1C[C@H](C)[C@H](CN(C)C(=O)CN2CCOCC2)Oc2ncc(C3=CCCCC3)cc2C1=O | -9 | · | 0.1 | 0.7 | 0 | 21 | -15 | -2
NC(=O)C1CCN(C(=O)COc2ccc(S(=O)(=O)NCc3ccccc3)cc2Cl)CC1 | -5 | 33 | -0.1 | -0.4 | -4 | -12 | -7 | -4
O=C(CSc1ccc(F)cc1)NNC(=O)c1ccccc1Br | 0 | -11 | 0.1 | 1.3 | 0 | -9 | 4 | 0
O=C(Cc1ccc(Cl)cc1)Nc1ccc(C(=O)N2CCOCC2)cc1 | 6 | 3 | 0.2 | -5.1 | 3 | 6 | -14 | 1
CCOC(=O)c1c(C)n(-c2ccccc2)c2ccc(OCCN(C)C)cc12 | -3 | 4 | 0.0 | -2.9 | -3 | -6 | 10 | -11
CCCC1c2ccsc2CCN1C(=S)NC (stereo not drawn) | 2 | 7 | 0.0 | -0.9 | · | · | 2 | -2
C[C@@H]1CN([C@@H](C)CO)C(=O)Cc2cc(NC(=O)Cn3cnnn3)ccc2O[C@H]1CN(C)CC1CCCCC1 | -7 | -5 | -0.3 | 0.7 | 0 | -1 | -10 | 21
CCC(C)[C@H]1CNC(=O)C(=O)N1CCc1cccc2ccccc12 (stereo partly drawn) | -4 | 18 | -0.1 | -0.7 | -3 | -5 | -1 | ·
Cc1ccccc1NC(=O)COC(=O)[C@@H]1CCCN1C(=O)c1cccs1 | 8 | · | -0.1 | -0.5 | 2 | 1 | -7 | 11
COc1ccc(-c2cc(NC=O)c3ncc(-c4cccc(C(=O)NCCN(C)C)c4)n3c2)c(OC)c1 | -9 | 9 | -0.1 | -3.5 | 2 | 1 | 20 | ·
Cc1cc(C(=O)COC(=O)Cc2n[nH]c(=O)c3ccccc23)c(C)n1CC(F)(F)F | -3 | -6 | 0.0 | -1.4 | 0 | 4 | 2 | 0
CC1(C(=O)NS(=O)(=O)c2ccc(C#N)cc2)CCN1C(=O)c1ccc(C2CCCCC2)cc1 (stereo not drawn) | 9 | -10 | 0.3 | 1.8 | 5 | -11 | 13 | ·
CC(C)CC(=O)NS(=O)(=O)c1ccc(NS(C)(=O)=O)cc1 | -5 | -3 | 0.0 | -0.8 | 1 | 0 | 6 | -6
COCCNC(=O)C1CC2Cn3c(nc4cc(C)c(C)cc43)C2N1C (stereo not drawn) | 29* | -18 | -0.5 | -0.1 | 5 | 5 | -12 | -11
CCN(CC)C(=S)SCC(=O)NC12CC3CC(CC(C3)C1)C2 | -4 | 7 | 0.0 | · | 3 | · | 12 | -4
CC(C)Sc1nc2[nH]ncc2c(=O)[nH]1 | -1 | 14 | 0.0 | -3.0 | 3 | 0 | 4 | 9
COc1ccc(CNC(=O)C(Cc2ccccc2)n2cccc2)cc1 (stereo not drawn) | 3 | 11 | 0.0 | 1.3 | -2 | · | 9 | 3
CC(=C1N=C(c2ccccc2)OC1=O)c1cccs1 | ? | -2 | 0.0 | -2.8 | 0 | 25 | 1 | ·
Cc1cccc(C(=O)C2CCOC(C)(C)C2)c1 (stereo not drawn) | 5 | 19 | -0.1 | -0.9 | -1 | 8 | -2 | -7
CCCn1c(SCC(=O)c2cc(C)n(-c3ccc4c(c3)OCO4)c2C)n[nH]c1=O | 0 | 10 | 0.1 | · | 1 | -12 | · | -1
C[C@H](CO)N1C[C@H](C)[C@@H](CN(C)S(=O)(=O)c2cn(C)cn2)Oc2ccc(NC(=O)c3ccncc3)cc2C1=O | 3 | · | -0.9 | 0.8 | -7 | 3 | 2 | 0
CCCCN(C1CCS(=O)(=O)C1)S(=O)(=O)c1cccs1 (stereo not drawn) | -2 | 3 | -0.1 | 1.1 | 3 | 19 | -3 | -5
O=C(N/N=C/c1ccccc1OC(F)F)C1=COCCO1 | 10 | -4 | 0.8 | -0.8 | -3 | -6 | 7 | 0
Cc1cc(C)n2nc(CNS(=O)(=O)c3ccc(C)c(C)c3)nc2n1 | -1 | -28 | 0.0 | -4.6 | 9 | 13 | -1 | 6
COc1ccc2c3c(n(C)c2c1)[C@H](CO)N(C(C)=O)CC31CN(C(=O)Nc2ccc(F)cc2)C1 | 4 | 24 | 0.4 | -0.2 | 8 | -6 | -3 | ·
c1ccc(SCc2nc3ccccc3s2)nc1 | 14 | -60 | -0.1 | -3.2 | 2 | -17 | -64 | -1
CC(C)c1ccc(NC(=O)N2CCC(c3nc4ccccc4o3)CC2)cc1 | 0 | · | · | 0.9 | -1 | -4 | -4 | 5
CC1(C(=O)NS(=O)(=O)c2ccc(Cl)s2)CCN1C(=O)C1(c2ccc(Cl)cc2)CCC1 (stereo not drawn) | 1 | 1 | 0.0 | 5.3 | -1 | 59* | -2 | ·
CCOC(=O)N1CCN(C(=O)COC(=O)CSc2cc(C)c(Br)cc2C)CC1 | -1 | -3 | -0.1 | 1.3 | 8 | 14 | -3 | -2
O=C(NCc1ccccc1)c1ccc(Cl)nc1 | 16 | 8 | 0.0 | 2.9 | -3 | 15 | 17 | 0
COc1cc(C(=O)NC(=S)Nc2ccccc2N2CCCC2)cc(OC)c1OC | 1 | 1 | 0.0 | -2.7 | 7 | 1 | 11 | ·
CC1CCCC(NC(=O)CN(C)CC(=O)Nc2ccc(F)cc2)C1C (stereo not drawn) | 0 | 8 | 0.1 | -2.1 | 4 | -16 | 2 | ·
Cc1onc(-c2ccccc2)c1C(=O)NCc1ccc2c(c1)OCO2 | 2 | · | · | -3.5 | 2 | 13 | 7 | -9
COc1ccc(S(=O)(=O)Nc2ccc3c(c2)C(=O)N([C@H](C)CO)C[C@@H](C)[C@H](CN(C)C(=O)Nc2ccc(C(F)(F)F)cc2)OCCCC[C@H](C)O3)cc1 | 10 | 77* | -0.1 | -4.8 | -2 | 6 | 19 | 12
O=C(C[C@H]1C=C[C@@H](NC(=O)Nc2cc(F)ccc2F)[C@H](CO)O1)NCc1ccc2c(c1)OCO2 | 15 | · | -0.4 | -2.5 | -5 | 7 | · | 7
Cc1ccc(S(=O)(=O)N2[C@@H](c3ccc(Br)cc3)C(C(=O)O)=C[C@H]2CC2CCCC2)cc1 | 1 | -8 | 0.2 | 0.6 | 3 | 15 | -11 | -3
CN(c1ccccc1)S(=O)(=O)c1cccc(C(=O)OCC(=O)NCc2ccco2)c1 | -4 | 12 | 0.0 | -2.2 | 0 | -1 | -6 | -1
CCc1nnc(NC(=O)CCC(=O)NC2CCCCCC2)s1 | -2 | -1 | 0.1 | 2.2 | 2 | 2 | -3 | 4
COc1ccc(NC(=O)N(C)C[C@@H]2Oc3cc(C#CCN(C)C)ccc3S(=O)(=O)N([C@@H](C)CO)C[C@@H]2C)cc1 | 10 | · | -0.9 | -4.3 | -4 | -1 | -4 | -1
COc1ccccc1-c1nnc(SCC(=O)Nc2cccnc2Cl)n1C | 4 | 11 | 0.0 | -2.6 | -7 | 8 | 11 | ·
CCOC(=O)C1=C(COC(=O)COc2ccccc2C#N)NC(=O)NC1C (stereo not drawn) | -9 | 12 | 0.1 | 3.4 | 0 | 13 | 9 | -3
CCCC(=O)Nc1ccc2c(c1)C(=O)N(C)C[C@@H](OC)[C@@H](C)CN(Cc1nccs1)[C@H](C)CO2 | · | -1 | 0.0 | 3.8 | 3 | -1 | 0 | -3
COc1ccc(/C=C2\SC(=O)N(CCNC(=O)CN3C(=O)NC4(CCCC4)C3=O)C2=O)cc1 | -9 | -28 | 0.1 | -0.2 | 1 | -12 | -29 | 2
CCN(C(=O)COC(=O)c1cccc(C)c1[N+](=O)[O-])c1c(N)n(Cc2ccccc2)c(=O)[nH]c1=O | -3 | -6 | 0.1 | -1.0 | -3 | 0 | -6 | ·
O=C(Nc1ccc(S(=O)(=O)Nc2ncccn2)cc1)c1cccc(S(=O)(=O)N2CCCC2)c1 | · | 0 | -0.2 | 1.0 | -3 | 15 | -9 | 5
COc1ccc(NC(=O)C(c2cc3c(cc2[N+](=O)[O-])OCO3)N(C)C)cc1 (stereo not drawn) | 5 | -20 | 0.0 | -3.3 | -3 | 9 | -19 | 7
Cc1ccc(C(=O)N2CCCCC2C(=O)O)cc1S(=O)(=O)N1CCCCC1 (stereo not drawn) | -16 | 7 | 0.4 | · | 4 | · | 2 | ·
CC(=O)N1[C@H](CO)[C@H](c2ccc(-c3ccncc3)cc2)[C@@H]1CNC(=O)CC1CC1 | -4 | · | 0.0 | 0.2 | 0 | 6 | · | ·
CC(=O)N(NC(=O)c1ccc(C)cc1)C1CC(=O)N(c2ccccc2Cl)C1=O (stereo not drawn) | · | 13 | 0.0 | · | · | 12 | · | -3
COc1ccc(N2CCN(C3CCCN(Cc4ccc(F)cc4Cl)C3)CC2)cc1 (stereo not drawn) | -2 | 12 | 0.3 | 1.3 | 3 | -13 | 15 | -9
C=C(C)Cc1c(C)c(C#N)c2[nH]c3ccccc3n2c1=O | -1 | 7 | 0.0 | -4.2 | -1 | -29 | 18 | -6
CCOc1cccc(C2/C(=C(\O)c3ccc4c(c3)OCCO4)C(=O)C(=O)N2Cc2ccncc2)c1 (stereo not drawn) | 9 | -21 | 0.4 | -0.6 | 4 | -1 | · | -5
COCCn1c(SCC(=O)NC2CCCC2)nc2c(c1=O)SCC2 | 3 | · | 0.0 | -1.2 | -7 | 5 | · | -2
COC(=O)c1cc(C)sc1NC(=O)CN1CCN(C(=O)c2ccco2)CC1 | -9 | 17 | 0.0 | -1.1 | 0 | 27 | 8 | 7
O=C(Nc1ccccc1)N1CCCCN2[C@H](C1)[C@@H](c1ccc(-c3ccccc3F)cc1)[C@@H]2CO | 33* | 23 | 0.1 | 2.0 | 5 | -16 | 5 | -4
CCOc1ccc(NC(=O)CN(C)C(=O)CC2CCCCC2)cc1OCC | 12 | -6 | 1.0 | 2.2 | 2 | -9 | -2 | 4
